High-throughput results: PubChem BioAssay, National Center for Advancing Translational Sciences (NCATS)
ERG-DNA inh – ERG Ets/DNA interaction inhibition. fluorescence polarization, His-ERG Ets domain / labelled DNA. Potency, µM (titrated, usually from 76.9 µM), without a hit: at the highest dose FP activity, negative = inhibition, most hits filed as inhibitors. hit rate 0.028% among 370,000; active = well fitted inhibition curve with a large enough effect in the polarisation, with a control signal flat; inconclusive = small, poorly fitted or top-dose-only effect, or effect the other way, or a change in a side signal; inactive = no such curve, though single readings can be large or run the other way; the % refers to the polarisation;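 note: polarization taken with two DNA probes labelled with fluorescein and Texas red; potency is the fitted concentration of half-maximal effect; % of control where 0% means no effect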
Target sequence (P11308 whole entry, looked up, the tested form may be a part): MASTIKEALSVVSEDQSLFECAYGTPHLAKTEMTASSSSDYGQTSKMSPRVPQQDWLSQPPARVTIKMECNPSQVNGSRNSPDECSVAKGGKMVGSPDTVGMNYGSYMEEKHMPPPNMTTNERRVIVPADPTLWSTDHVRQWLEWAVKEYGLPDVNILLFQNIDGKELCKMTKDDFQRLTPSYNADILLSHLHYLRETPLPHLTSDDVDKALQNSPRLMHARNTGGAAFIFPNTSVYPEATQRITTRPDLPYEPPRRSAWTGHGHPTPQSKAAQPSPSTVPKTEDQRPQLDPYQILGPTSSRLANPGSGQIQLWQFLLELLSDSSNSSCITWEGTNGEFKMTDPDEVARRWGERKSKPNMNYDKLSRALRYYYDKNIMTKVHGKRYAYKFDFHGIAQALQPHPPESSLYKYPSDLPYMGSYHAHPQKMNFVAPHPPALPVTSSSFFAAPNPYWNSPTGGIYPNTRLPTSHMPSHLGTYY
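His-tagged ERG Ets domain (1 uM in the protein solution; 300mM KCl, 50mM Tris-HCl, 1mM EDTA, 1mM DTT, pH 7.5) received compound, then a probe mix of 5 nM fluorescein-DNA and 100nM Texas-615-DNA. Fluorescence polarization was read for both dyes.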
LDHA block – inhibitors of human lactate dehydrogenase A; P00338; purified LDHA, NADH/diaphorase-resazurin fluorescence; hits give low values; activity change, % (values are at about 110 or 230 µM); hit rate 0.15% among 480,000; AID 1347041; in the data active = activity change below about -30%; inconclusive = mostly about -25% to -30%;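 note: plate controls were DMSO wells for no effect and wells without enzyme for full effect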
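Human LDH5 (2 nM) was incubated with 0.06 mM NADH and 0.2 mM pyruvate for 5 min at room temperature in Tris pH 7.4. Remaining NADH was coupled through diaphorase/resazurin, and resorufin fluorescence was read at 0 and 20 min.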
12-LOX inh – inhibitors of human 12S-lipoxygenase ALOX12; P18054; purified 12hLO, xylenol orange hydroperoxide absorbance; Potency, µM (top dose mostly 108 µM), inactives show top-dose activity change, negative = inhibition, most hits filed as inhibitors; hit rate 1.1% among 580,000; note: potency is the fitted concentration of half-maximal effect; % is set by controls: 0 for no effect and ±100 for the full control effect
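Hydroperoxide product was detected by ferrous iron/xylenol orange as the 573 to 405 nm absorbance ratio. Arachidonic acid at 40 uM (final) was turned over for 30 min at room temperature by 150 nM human 12hLO, pH 7.0 Hepes buffer, after 15 min compound preincubation.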
D2 agonist – D2 dopamine receptor (human) agonism; HEK293 T-REx D2 cells, calcium flux agonist mode; activation, % at 2 µM; P14416; hit rate 0.53% among 340,000; AID 485358;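 active = activation over 3 SD above normal in the single-dose calcium agonist read, cut at about 30% in these data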; note: 0% is about no effect
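Agonism scored from kinetic calcium signal (1 read/sec, 180 s) following compound pin transfer, after a 10 s baseline. Cells: HEK293 Trex line expressing inducible D2 receptor coupled to calcium, dye-loaded after overnight culture at 30 C.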
D2 antag – antagonists of human D2 dopamine receptor; HEK293 TREx D2 cells, calcium flux, dopamine EC80; inhibition, % at 10 µM; hit rate 2% among 340,000; AID 485344; in the data active = inhibition above about 30%; note: 0% is about no effect
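HEK293 T-REx D2 cells, tet-induced, calcium dye no-wash. Cpd pintool add, 180 s kinetic, then EC80 DA, 180 s kinetic. Ca flux read.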
RGS4 inh – human RGS4 inhibition. Transcreener GDP fluorescence polarization, RGS4-accelerated GTP hydrolysis. Potency, µM (highest dose often 114 µM), for inactives: top-dose activity change, negative = inhibition, usual class: inhibitors. hit rate 0.039% among 390,000; note: potency is the fitted concentration of half-maximal effect; % is set by controls: 0 for no effect and ±100 for the full control effect; nearly all actives have a fitted effect of over 75% in size; some results filed as inactive show a strong effect at the top dose
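MLSMR compounds (23 nl, pin-transferred) preincubated 10 min at room temperature with a 500nM (2x) first reagent, then RGS4 at 900nM (2x) plus Transcreener GDP mix added; fluorescence polarization (620/688 nm) read before and after 90 min at 30 °C.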
Glioma ERSR ind – inducers of ER stress response in human glioma cells | U87-MG GRP78 promoter luciferase reporter, 16 h | Potency, µM, inactives show at the highest dose activation, actives largely listed as activators | hit rate 0.02% among 420,000; note: potency is the fitted concentration of half-maximal effect; series mostly up to about 76 µM; % of control where 0% means no effect; nearly all actives have a fitted effect of over 35% in size
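ERSR induction read as luciferase luminescence (Bright-Glo, 10 min at room temperature) in stably transfected human U87-MG glioma cells exposed to compounds for 16 h, using GRP78 as sensor.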
Vif-A3F inh – inhibitors of Vif-A3F interaction. HeLa A3F-eYFP + Vif (tagged APOBEC3F with the HIV-1 protein that degrades it), YFP fluorescence increase. Potency, µM (titrated, usually from 46.1 µM), inactives show top-dose activity, negative = active. hit rate 0.2% among 390,000; note: potency is the fitted concentration of half-maximal effect; % of control where 0% means no effect; nearly all actives have a fitted effect of over 65% in size
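HeLa cells stably expressing Vif plus C-terminally eYFP-tagged A3F were seeded, incubated overnight at 37 deg C, dosed with compound, incubated overnight again at 37 deg C. Yellow fluorescence (Ex 488/Em 500-530) reported blocked Vif-mediated A3F-eYFP degradation.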
Vif-A3G inh – inhibitors of Vif-APOBEC3G interaction; Q9HC16; HeLa A3G-eYFP + Vif (tagged APOBEC3G with the HIV-1 protein that degrades it), YFP fluorescence, overnight; Potency, µM (top dose mostly 46.1 µM), for the others: at the highest dose activity, negative = active, most hits filed as inhibitors; hit rate 0.076% among 410,000;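 note: potency is the fitted concentration of half-maximal effect; % is set by controls: 0 for no effect and ±100 for the full control effect; nearly all actives have a fitted effect of over 60% in size; hits raise eYFP signal because A3G escapes Vif-driven loss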
Target sequence (Q9HC16 whole entry, looked up): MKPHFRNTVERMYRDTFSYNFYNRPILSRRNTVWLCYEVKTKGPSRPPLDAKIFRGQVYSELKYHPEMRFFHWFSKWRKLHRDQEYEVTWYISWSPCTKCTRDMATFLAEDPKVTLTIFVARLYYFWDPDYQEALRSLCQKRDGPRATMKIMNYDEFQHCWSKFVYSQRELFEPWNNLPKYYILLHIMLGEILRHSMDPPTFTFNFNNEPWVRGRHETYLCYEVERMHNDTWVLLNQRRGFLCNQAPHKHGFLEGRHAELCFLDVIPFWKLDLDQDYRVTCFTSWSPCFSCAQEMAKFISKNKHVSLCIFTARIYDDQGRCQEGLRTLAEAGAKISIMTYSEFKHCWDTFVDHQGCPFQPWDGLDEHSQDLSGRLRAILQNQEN
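HeLa cells stably expressing Vif and C-terminally eYFP-tagged A3G, seeded overnight at 37 deg C, then exposed to compound by pintool overnight at 37 deg C. Rise in yellow fluorescence (Ex 488/Em 500-530, Acumen) marks blocked Vif-driven A3G degradation.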
An asterisk follows results filed as active; ? = inconclusive; · = not tested or not shown; [ ] = another dose, or the depositor's remark. Unless noted, calls come from the whole dose curve; as a rule, active = well fitted curve in the direction sought with a large enough effect; inconclusive = small, poorly fitted or top-dose-only effect, or another doubt; inactive = no such curve, though single readings can be large; an effect the other way counts as inactive or inconclusive.

SMILES	ERG-DNA inh	LDHA block	12-LOX inh	D2 agonist	D2 antag	RGS4 inh	Glioma ERSR ind	Vif-A3F inh	Vif-A3G inh
COc1ccc(C2=NN(C(=O)CCC(=O)O)C(c3ccccc3OC)C2)cc1 (stereo not given)	-2%	0	0%	0.3	-11	1%	2%	9%	-9%
CCCN(C1CCS(=O)(=O)C1)S(=O)(=O)c1ccc(F)cc1 (stereo not given)	1%	-8	-26%	1.1	-4	6%	-6%	0%	0%
O=C(Nc1ccc(S(=O)(=O)Nc2ncccn2)cc1)C1=COCCO1	·	1	-23%	-0.1	-12	-39%	4%	-1%	1%
Cc1cc2nc3c(=O)[nH]c(=O)[nH]c3nc2c([N+](=O)[O-])c1N	-22%	33	-6%	7.9	11	?	1%	-13%	3%
CS(=O)(=O)Nc1ccc(C(=O)NC2CCCCC2)cc1	-2%	6	0%	0.4	-7	9%	1%	14%	0%
CC(C)C(c1nnnn1Cc1cccs1)N1CCN(C(=O)c2ccco2)CC1 (stereo not given)	-6%	-14	?	0.2	1	?	-7%	-8%	1%
COCCCN1C(=O)C(CC(=O)NCCN2CCOCC2)CC(C(=O)N(C(C)C)C(C)C)=C1C (stereo not given)	·	-1	0%	·	·	·	-3%	·	-2%
COc1ccc(C(=O)NCC2OCCc3ccccc32)c(O)c1 (stereo not given)	-5%	2	?	0.2	-8	1%	2%	5%	-5%
CC1SC(=NC(=O)C(C)N2C(=O)c3ccccc3C2=O)NC1=O (stereo not given)	3%	-1	-13%	1.1	-24	-25%	-3%	-9%	-3%
CC1(C)CC(=O)C=C(Nc2ccccn2)C1	-9%	-5	0%	-1.7	15	-21%	-3%	-1%	-1%
O=C(CN1CCN(Cc2ccccc2F)C1=O)NCc1ccco1	0%	-4	21%	-0.4	2	-2%	-5%	-11%	1%
CCNC(=S)/N=C(/Nc1ccccc1)Nc1nc(C)cc(C)n1	0%	-7	?	-1.2	1	-3%	1%	?	-6%
c1ccc(CSCCc2ccncc2)cc1	-6%	-1	-3%	0.3	7	13%	-5%	·	1%
CCCOc1ccccc1C(=O)N(Cc1cccc(Br)c1)C1CCS(=O)(=O)C1 (stereo not given)	-6%	2	13%	0.8	47*	-28%	-2%	2%	0%
COc1ccc(N2CCN(c3oc(COc4ccccc4)nc3C#N)CC2)cc1	4%	-4	-3%	0.3	7	3%[11.4 µM]	-4%	-1%	4%

As a short view, 15 of the compounds above:
SMILES	ERG-DNA inh	LDHA block	12-LOX inh	D2 agonist	D2 antag	RGS4 inh	Glioma ERSR ind	Vif-A3F inh	Vif-A3G inh
COc1ccc(C2=NN(C(=O)CCC(=O)O)C(c3ccccc3OC)C2)cc1 (stereo not given)	-2%	0	0%	0.3	-11	1%	2%	9%	-9%
CCCN(C1CCS(=O)(=O)C1)S(=O)(=O)c1ccc(F)cc1 (stereo not given)	1%	-8	-26%	1.1	-4	6%	-6%	0%	0%
O=C(Nc1ccc(S(=O)(=O)Nc2ncccn2)cc1)C1=COCCO1	·	1	-23%	-0.1	-12	-39%	4%	-1%	1%
Cc1cc2nc3c(=O)[nH]c(=O)[nH]c3nc2c([N+](=O)[O-])c1N	-22%	33	-6%	7.9	11	?	1%	-13%	3%
CS(=O)(=O)Nc1ccc(C(=O)NC2CCCCC2)cc1	-2%	6	0%	0.4	-7	9%	1%	14%	0%
CC(C)C(c1nnnn1Cc1cccs1)N1CCN(C(=O)c2ccco2)CC1 (stereo not given)	-6%	-14	?	0.2	1	?	-7%	-8%	1%
COCCCN1C(=O)C(CC(=O)NCCN2CCOCC2)CC(C(=O)N(C(C)C)C(C)C)=C1C (stereo not given)	·	-1	0%	·	·	·	-3%	·	-2%
COc1ccc(C(=O)NCC2OCCc3ccccc32)c(O)c1 (stereo not given)	-5%	2	?	0.2	-8	1%	2%	5%	-5%
CC1SC(=NC(=O)C(C)N2C(=O)c3ccccc3C2=O)NC1=O (stereo not given)	3%	-1	-13%	1.1	-24	-25%	-3%	-9%	-3%
CC1(C)CC(=O)C=C(Nc2ccccn2)C1	-9%	-5	0%	-1.7	15	-21%	-3%	-1%	-1%
O=C(CN1CCN(Cc2ccccc2F)C1=O)NCc1ccco1	0%	-4	21%	-0.4	2	-2%	-5%	-11%	1%
CCNC(=S)/N=C(/Nc1ccccc1)Nc1nc(C)cc(C)n1	0%	-7	?	-1.2	1	-3%	1%	?	-6%
c1ccc(CSCCc2ccncc2)cc1	-6%	-1	-3%	0.3	7	13%	-5%	·	1%
CCCOc1ccccc1C(=O)N(Cc1cccc(Br)c1)C1CCS(=O)(=O)C1 (stereo not given)	-6%	2	13%	0.8	47*	-28%	-2%	2%	0%
COc1ccc(N2CCN(c3oc(COc4ccccc4)nc3C#N)CC2)cc1	4%	-4	-3%	0.3	7	3%[11.4 µM]	-4%	-1%	4%

More records follow:
SMILES	ERG-DNA inh	LDHA block	12-LOX inh	D2 agonist	D2 antag	RGS4 inh	Glioma ERSR ind	Vif-A3F inh	Vif-A3G inh
CCc1cc(=O)oc2cc(C)c3c(-c4ccc(F)cc4)coc3c12	2%	-12	-16%	-0.1	·	14%	-4%	-3%	1%
CCOC(=O)C1=C(C)NC(=O)NC1C(C)C (stereo not given)	2%	-7	20%	·	·	15%	-2%	-6%	7%
Cc1noc(/C=C/N(C)C)c1S(=O)(=O)N1CCCC(C(=O)N2CCc3ccccc32)C1 (stereo not given)	10%	-9	16%	·	·	0%	-2%	-5%	-3%
O=C(N/C(=C/c1ccc(Br)cc1)C(=O)N1CCCCC1)c1ccccc1F	0%	-3	-6%	0.0	-11	-10%	-5%	3%	0%
CCOC(=O)c1ccccc1NC(=O)CSc1nc2ncccc2[nH]1	0%	-3	0%	·	·	-7%	-2%	-8%	0%
Cc1ccc2nsnc2c1NC(=O)c1cccnc1Cl	-14%	-4	10%	-0.9	15	6%	-4%	-12%	2%
COc1ccc(CCNS(=O)(=O)c2cn(C)cn2)cc1OC	13%	-6	-3%	0.6	1	15%	-11%	-5%	1%
CC(=O)C1=C(c2ccccc2)NC(=O)NC1c1ccccc1 (stereo not given)	1%	0	-11%	·	·	36%	-3%	3%	-6%
CC1(C(=O)NS(=O)(=O)c2cccs2)CCN1C(=O)Cc1ccccc1 (stereo not given)	·	-8	?	·	·	·	-2%	·	-3%
C=CCC[C@H](Cc1ccc(F)cc1)C(=O)OC[C@H](Cc1c[nH]c2ccccc12)NC(=O)[C@H](CC=C)CC(=O)NCCO	11%	10	?	·	·	-3%	-7%	-4%	-25%
COC(=O)c1ccc(C)c(NS(=O)(=O)c2ccc(OC)cc2)c1	·	1	7%[57.4 µM]	-2.4	25	?	-1%	-31%	-39%
Cc1cc(C)n(CC(=O)O)n1	-7%	3	-8%	-0.2	-21	-9%	-5%	-1%	3%
NC(=O)c1ccc(N2CCN(S(=O)(=O)c3cccs3)CC2)c([N+](=O)[O-])c1	4%	-15	0%	·	·	20%	-2%	-1%	2%
COc1cccc2sc(N(CCN(C)C)C(=O)c3ccc4c(c3)CCCC4)nc12	-4%	6	?	1.2	-11	18%	-5%	1%	5%
COC(CN1CCc2c(C)nc3c(C#N)cnn3c21)OC	-4%	-5	2%	2.4	-6	18%	-3%	9%	-2%
COc1ccc(C2CC(=O)c3cc(-c4nc(-c5cccc([N+](=O)[O-])c5)cs4)c(=O)n(-c4ccccc4C)c3C2)cc1 (stereo not given)	3%	1	-20%	0.2	·	5%	-3%	3%	-2%
Fc1ccc(C2CCCCN2Cc2nc(CC3CC3)no2)cc1 (stereo not given)	-1%	0	2%	1.4	-10	-9%	7%	4%	-1%
CC(C)c1nccn1S(=O)(=O)c1cccc([N+](=O)[O-])c1	11%	-14	-6%	1.6	2	18%	-2%	-8%	0%
Cc1ccc(C)c(NC(=O)CSc2nnc3n2CCCCC3)c1	-5%	2	-9%	0.1	17	-1%	-3%	-1%	0%
Cc1ccc(C)c(S(=O)(=O)N2CCN(C(=O)CNC(=O)c3ccc4ccccc4c3)CC2)c1	10%	-8	3%	0.3	7	13%	-6%	2%	?
Cc1cc2cc(CN(Cc3cccs3)S(=O)(=O)c3ccc4c(c3)OCCO4)c(=O)[nH]c2cc1C	6%	-4	-7%	-0.3	-17	-14%	-2%	-9%	-4%
COc1ccccc1NC(=O)COC(=O)CN1C(=O)C(=O)c2ccccc21	-9%	15	-10%	1.2	-5	-9%	-3%	-3%	5%
CCN(CC(=O)Nc1c(F)cccc1F)C(=O)c1cc([N+](=O)[O-])ccc1N1CCCCC1	10%	-2	3%	0.6	-17	-9%	-1%	-6%	-5%

This is a subset; rates above refer to the full screens.
